mouse IAP activators = activators of mouse IAP, confirmation, biochemical, luminescence, single concentration (AID 434970); purified mouse IAP, CDP-Star luminescence, 30 min; active compounds read low; activity change, negative = activation, % at 10 µM; intestinal alkaline phosphatase [Mus musculus]; 11,000 tested, 2.9% active; in the data active means activity change below about -85%;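 further: percent relative to enzyme plus DMSO wells and wells without enzyme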
mouse IAP activators Fold change = further read-out of mouse IAP activators, marked with its call; activation factor; measured here: IAP activation factor; active compounds read high;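 fold luminescence change scaled to plate control wells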
Active calls of the source: *. Some of the compounds tested, so the mix of outcomes need not match the whole.

Each structure is followed by: mouse IAP activators	mouse IAP activators Fold change
> O=C(CCCN1C(=O)/C(=C\c2ccco2)SC1=S)Nc1ccc(O)cc1C(=O)O
→ 75	0.25
> Cc1cc(C)nc(NS(=O)(=O)c2ccc(Br)cc2)n1
→ -8	1.1
> O=C1OCCN1C(=O)[C@H]1[C@H](c2ccc(F)cc2)C(c2ccccc2)=NN1c1ccc(Br)cc1
→ 6	0.94
> Clc1ccc2nc(N3CCNCC3)nc(-c3ccccc3)c2c1
→ -7	1.1
> CCN(CC)CCn1c(=N)n(CC(=O)c2ccc(C)cc2)c2ccccc21
→ 7	0.93
> CCCn1c(NC(=O)c2ccc(Cl)c(S(=O)(=O)N3CCCC3)c2)nc2ccccc21
→ -7	1.1
> COCCCN1C(=O)c2[nH]nc(-c3ccccc3O)c2C1c1cccc(Cl)c1 (configuration not stated)
→ 2	0.98
> CCOC(=O)C1CCCN(C(=O)CNC(=O)Cn2ccc3ccccc3c2=O)C1 (configuration not stated)
→ -11	1.1
> Clc1ccc(Cn2cccc2C2=NCCO2)cc1
→ -10	1.1
> COc1ccc(Cl)cc1NC(=O)CN(C)C1CCCCC1
→ 8	0.92
> COc1ccc(C)cc1NC(=O)COC(=O)C1CC1
→ 4	0.96
> CCC(C)NC(=O)CSC1=Nc2ccccc2C2=NC(CC(=O)NCc3ccc(F)cc3)C(=O)N12 (configuration not stated)
→ 12	0.88
> COc1ccc(CCNC(=O)c2[nH]c(C)c(C(C)=O)c2C)cc1OC
→ -5	1
> CC1(C)C(=O)Nc2ccccc2N1C(=O)COc1ncnc2ccccc12
→ 9	0.91
> Cc1ccc(-n2ncc3c(=O)n(CC(=O)NCc4ccco4)cnc32)cc1
→ 10	0.9
> CC[C@]12c3[nH]c4ccc(OC)cc4c3CCN1C(=O)C(CC(=O)NCC13CC4CC(CC(C4)C1)C3)C[C@@H]2C(=O)N1CCN(C(=O)c2ccco2)CC1 (some centres not stated)
→ -3	1
> O=C(CSc1nnc(Cc2cccs2)n1-c1ccc(Cl)cc1)NCc1ccc2c(c1)OCO2
→ -2	1
> CC[C@]12c3[nH]c4ccc(OC)cc4c3CCN1C(=O)C(CC(=O)NCCCOC)C[C@@H]2C(=O)N1CCN(C(=O)C2CC2)CC1 (some centres not stated)
→ 1	0.99
> CC(C)N1C(=O)C2C(C(=O)NC3CCCCC3)C3C=CC2(O3)C1C(=O)NC1CCCC1 (configuration not stated)
→ 1	0.99
> O=Cc1ccc2noc(-c3ccc(F)cc3)c2c1
→ 15	0.85
> Cc1cnc(C(=O)Nc2nnc(C(C)C)s2)cn1
→ 2	0.98
> C(=N\n1cnnc1)/c1cccc2ccccc12
→ -2	1
> Cc1ccc(NC(=O)CC2COc3ccccc3O2)cc1 (configuration not stated)
→ 2	0.98
> Cc1cc(-c2ccc(/C=N/n3cnnc3)o2)c([N+](=O)[O-])cc1C
→ 3	0.97
> OC[C@@H]1[C@@H](c2ccc(F)cc2)C(c2cccc(Cl)c2)=NN1c1ccccc1
→ -96	2
> CCOC(=O)c1sc(NC(=S)NC(=O)c2cccc(Cl)c2)c(C(=O)OCC)c1C
→ 4	0.96
> CCCCC(CC)CNC(=O)C(Cc1ccccc1)NS(=O)(=O)c1ccc2c(c1)CCC(=O)N2 (configuration not stated)
→ -45	1.5
> Cc1nn2c3cc(N4CCOCC4)ccc3nc2c2ccccc12
→ -9	1.1
> COc1c2c(nc3occc13)C(CCC(C)(C)O)(OC)C(O)CC2 (configuration not stated)
→ 14	0.86
> COC(=O)c1c(NC(=O)c2cnccn2)sc2c1CCC2
→ 23	0.77

4 of the entries above in order of their number in mouse IAP activators Fold change, descending.
Compound	mouse IAP activators	mouse IAP activators Fold change
CCCn1c(NC(=O)c2ccc(Cl)c(S(=O)(=O)N3CCCC3)c2)nc2ccccc21	-7	1.1
CC[C@]12c3[nH]c4ccc(OC)cc4c3CCN1C(=O)C(CC(=O)NCC13CC4CC(CC(C4)C1)C3)C[C@@H]2C(=O)N1CCN(C(=O)c2ccco2)CC1 (some centres not stated)	-3	1
CC(C)N1C(=O)C2C(C(=O)NC3CCCCC3)C3C=CC2(O3)C1C(=O)NC1CCCC1 (configuration not stated)	1	0.99
Cc1ccc(NC(=O)CC2COc3ccccc3O2)cc1 (configuration not stated)	2	0.98

Remaining list, next part
Each structure is followed by: mouse IAP activators	mouse IAP activators Fold change
> O=C(O)CCCN1C(=O)/C(=C/C=C/c2ccco2)SC1=S
→ 69	0.31
> O=C(Nc1c(F)cccc1F)c1cnc(N2CCN(c3ccccn3)CC2)c2ccccc12
→ -2	1
> CCCCNC(=O)Oc1c(Br)cc2sc(=O)oc2c1Br
→ 81	0.19
> CCn1c(Cc2cccs2)nnc1SCC(=O)Nc1ccc(OC)c(OC)c1
→ 3	0.97
> C/C(=N/Nc1nc(-c2ccc(Cl)cc2)cs1)c1cccs1
→ 10	0.9
> CC(C)(c1ccccc1)c1ccc(OCCCNCCO)cc1
→ 9	0.91
> CCOC(=O)C1(CC2CCCCO2)CCN(C(=O)Nc2cccc(SC)c2)CC1 (configuration not stated)
→ -92	1.9
> COc1cc(C2N(c3ccc(Cl)c(Cl)c3)C(=O)C3CCCN32)cc(OC)c1OC (configuration not stated)
→ 4	0.96
> COc1ccc2nc(NC(=O)CSc3nc(C)cc(C)n3)sc2c1
→ 9	0.91
> CCN(CC)c1nc(N)c2c(N)n(-c3ccccc3C)c(=S)c(C#N)c2c1C#N
→ 18	0.82
> O=C(/C=C/c1ccccc1)N(c1ccccn1)C1CCCCC1
→ -3	1
> CN(C)C(=O)CCc1ccc2c3c([nH]c2c1)[C@]1(CCC2CCCC2)[C@@H](C(=O)N2CCOCC2)C[C@H](CC(=O)NCCN2CCOCC2)C(=O)N1CC3
→ -1	1
> Cc1ccc(C(C(=O)NC2CCCCC2)N2CCN(C(=O)c3ccco3)CC2)cc1 (configuration not stated)
→ -2	1
> Cc1cnc(NC(=O)CSc2nc3ccccc3s2)s1
→ 0	1
> CCOC(=O)C1=CN(Cc2ccco2)S(=O)(=O)N(C)C1c1cccc(OC)c1 (configuration not stated)
→ -8	1.1
> COc1ccc(C(CNC(=O)Cn2[nH]c(=O)c3ccccc3c2=O)N2CCCC2)cc1 (configuration not stated)
→ -2	1
> COc1ccc(NC2=Nc3cccc4cccc2c34)cc1OC
→ 12	0.88
> CC1=C(C(=O)Nc2ccccc2C)C(c2ccc(C)o2)n2c(s/c(=C/c3ccccc3)c2=O)=N1 (configuration not stated)
→ 20	0.8
> CC(C)[C@H](NC(=O)[C@@H]1CSCN1C(=O)OC(C)(C)C)C(=O)NCC1CCC(C(=O)O)CC1 (some centres not stated)
→ -5	1.1
> CCOC(=O)c1cnn(-c2ccc(Cl)cc2)c1C1CCN(C(=O)OC(C)(C)C)CC1
→ -12	1.1
> O=C(C1CCCN1C(=O)c1cccs1)N1CCN(Cc2ccc3c(c2)OCO3)CC1 (configuration not stated)
→ 8	0.92
> Clc1ccc(OCCN2CCOCC2)cc1Cl
→ -2	1
> CN(C)c1ccc(/C=C/c2nc3ccccc3s2)cc1
→ 1	0.99
> COc1ccc(NC(=O)N2CCCC2C(=O)Nc2ccc(C)c(Cl)c2)cc1 (configuration not stated)
→ -12	1.1
> CC(/C=N/n1cnnc1)=C\c1ccccc1
→ -2	1
> CCCn1c(Sc2nc3c(c(=O)[nH]c(=O)n3C)n2CCC)nc2c1c(=O)[nH]c(=O)n2C
→ -3	1
> CC[C@]12c3[nH]c4ccc(OC)cc4c3CCN1C(=O)C(CC(=O)NCCCn1ccnc1)C[C@@H]2C(=O)N1CCN(C(=O)C2CC2)CC1 (some centres not stated)
→ 0	1
> CCCCOC(=O)c1cc(-c2ccc(/C=N/n3cnnc3)o2)ccc1Cl
→ 8	0.92
> CCOc1ccc(S(=O)(=O)N(C)c2ccc(OCC(=O)OCc3c(C)noc3C)cc2)cc1
→ -9	1.1
> CCOC(=O)/C(C#N)=C/c1ccc(OCC(=O)Nc2cc(C)ccc2C)c(OC)c1
→ 5	0.95

The list goes on; it opens with the two that closed the last part.
Each structure is followed by: mouse IAP activators	mouse IAP activators Fold change
> CCOc1ccc(S(=O)(=O)N(C)c2ccc(OCC(=O)OCc3c(C)noc3C)cc2)cc1
→ -9	1.1
> CCOC(=O)/C(C#N)=C/c1ccc(OCC(=O)Nc2cc(C)ccc2C)c(OC)c1
→ 5	0.95
> COc1cc2oc(=O)cc(-c3ccc(-c4ccc(CO)cc4)cc3)c2c(OC)c1OC
→ 1	0.99
> COc1cccc(C2C(C(=O)c3cccs3)=C(O)C(=O)N2CCN(C)C)c1OC (configuration not stated)
→ 7	0.93
> COCCN(C(=O)C(C)C)c1nnc(-c2ccc(C)cc2)s1
→ 9	0.91
> CCc1cccc2c(=O)c(C(=O)NCCN3CCOCC3)c[nH]c12
→ 3	0.97
> COc1ccc(NC(=O)c2ccc3c(=O)n(Cc4ccco4)c(=S)[nH]c3c2)c(OC)c1
→ 38	0.62
> CCCc1cc(=O)n2[nH]c(NCc3ccc(Cl)cc3Cl)nc2n1
→ 12	0.88
> Cc1c(NS(=O)(=O)c2ccccc2)c(=O)n(-c2ccccc2)n1C
→ -5	1
> COC(=O)CSc1nnc(CNc2ccc(Cl)cc2)n1-c1ccccc1
→ 10	0.9
> Cc1onc(-c2ccccc2)c1C(=O)n1cccn1
→ -5	1.1
> CCn1c(COc2ccc(OC)cc2)nc2ccccc21
→ 9	0.91
> COc1ccc(OC)c(C(=O)N(C[C@H]2CC[C@@H]([C@@H]3CC[C@H](CO)O3)O2)C(C(=O)NC(C)(C)C)c2ccc(-c3ccccc3)cc2)c1 (some centres not stated)
→ -17	1.2
> O=S(=O)(Nc1ccc2c(c1)OCCO2)c1cnc[nH]1
→ 3	0.97
> CCc1nnc(NC(=O)C(NS(=O)(=O)c2ccc3c(c2)OCCO3)C(C)C)s1 (configuration not stated)
→ 4	0.96
> COc1ccc(C2C(C(=O)Nc3ccc4c(c3)OCCO4)c3ccccc3C(=O)N2C)cc1 (configuration not stated)
→ -45	1.4
> CCCn1c(=O)c2ccccc2n2c(SCC(=O)NCc3cccs3)nnc12
→ 5	0.95
> O=C(CCS(=O)(=O)c1cccs1)N1CCN(c2ccc(F)cc2)CC1
→ -1	1
> Cc1cc(Cl)ccc1NC(=S)NCCC(c1ccccc1)c1ccccc1
→ -105*	2.1*
> C#CCNCCS(=O)(=O)N(Cc1ccc(Br)cc1)[C@@H](C)C(=O)O
→ 1	0.99
> O=C(NCCc1ccc(F)cc1)N1CCOCC1
→ -1	1
> COc1ccc(CNC(=O)C[C@H]2C[C@H](C(=O)N3CCOCC3)[C@@]3(CCC4CCCC4)c4[nH]c5cc(CCC(=O)N(C)C)ccc5c4CCN3C2=O)cc1OC
→ -7	1.1
> CCN(CC)S(=O)(=O)c1ccc2oc(C(=O)NCc3ccc(F)cc3)c(C)c2c1
→ 10	0.9
> O=C(CSc1nnc(Cn2nnc3ccccc32)o1)N(Cc1ccc(Cl)cc1)c1ccccc1
→ -1	1
> O=c1c(C=Nc2cccc(C(F)(F)F)c2)c[nH]n1-c1cccc(Cl)n1
→ 4	0.96
> CC(=O)OC(C(=O)NC1CCCCC1)c1cccc(C)c1 (configuration not stated)
→ -4	1
> CCC(C)(C)NC(=O)C(c1cccc(OC)c1)N(C(=O)c1ccn[nH]1)c1cccc(OC)c1 (configuration not stated)
→ -24	1.2
> O=c1ccc(Oc2nc(N3CCCCC3)nc(N3CCCCC3)n2)n[nH]1
→ 3	0.97
> Cc1ccc(N2C(=O)Nc3ccc(Br)cc3C2(O)C(=O)NCCCN(C)C)cc1C (configuration not stated)
→ -12	1.1
> O=C(NC1CCCCCC1)C1CC(=O)N(Cc2ccccc2)C1 (configuration not stated)
→ -1	1
> O=C(Nc1cc(Cl)cc(Cl)c1)c1cnn2cccnc12
→ 3	0.97
> CC(C)CN(C(=O)COC(=O)Cn1cnc2ccccc2c1=O)C1CCS(=O)(=O)C1 (configuration not stated)
→ 7	0.93
> CCN(CC)CCNC(=O)Cn1nc(-c2ccccc2)c2ccccc2c1=O
→ 5	0.95
> Cc1ccc(S(=O)(=O)N2c3ccccc3OCC2c2ccccc2)cc1 (configuration not stated)
→ 10	0.9
> O=C(CSc1ncc(-c2ccc(F)cc2)n1Cc1ccco1)Nc1nccs1
→ -5	1.1
> COC(=O)c1c(C)nn(-c2ccccc2)c1-n1cccc1
→ 12	0.88
> Cc1cc(N2C(=O)C3CC=CCC3C2=O)no1 (configuration not stated)
→ -7	1.1
> CCOC(=O)c1ccc(NC(=O)CCS(=O)(=O)c2ccc(Br)s2)cc1
→ 7	0.93
> Cc1cc(C)c(C(=O)Nc2ccc(Br)c(C(F)(F)F)c2)c(C)c1
→ -70	1.7
> N#CC(C(=O)OC1CCCCC1)c1nc2ccccc2nc1N1CCOCC1 (configuration not stated)
→ 14	0.86
> O=C(CN(CC1CCCO1)C(=O)CCC(=O)Nc1ccccn1)NCc1ccccc1 (configuration not stated)
→ 9	0.91
> COc1ccc(N2C(=O)CC(NCc3cccs3)C2=O)cc1 (configuration not stated)
→ 1	0.99
> Cc1scc(C(=O)N/N=C/c2ccco2)c1C
→ 6	0.94
> CCN(c1ccccc1)S(=O)(=O)c1ccc2[nH]c(=O)[nH]c2c1
→ 73	0.27
> CCC(C)(C)n1nnnc1C(c1ccc(C)cc1)N1CCN(Cc2ccc3c(c2)OCO3)CC1 (configuration not stated)
→ -14	1.1
> O=C1c2c(O)cc(O)cc2O[C@H](c2ccc(O)c(O)c2)[C@H]1O
→ 59	0.41
> Cc1ccc2c(c1)cc(CN(Cc1cccnc1)C(=O)NCc1ccccc1)c1nnnn12
→ -3	1
> COc1ccc(NC2=C(C(C)=O)C(c3ccc(OC)c(OC)c3)C(C(C)=O)C(C)(O)C2)cc1 (configuration not stated)
→ -8	1.1
> CSc1nccc(-c2nn(-c3ccc(C)cc3)ccc2=O)n1
→ 0	1
> O=C(CSc1nnc(SCc2ccc(Cl)cc2)s1)N1CCN(C(=O)c2ccco2)CC1
→ 2	0.98

Entries of single compounds as entered above.
O=C(CSc1nnc(SCc2ccc(Cl)cc2)s1)N1CCN(C(=O)c2ccco2)CC1 as listed: mouse IAP activators = 2; mouse IAP activators Fold change = 0.98
O=C1c2c(O)cc(O)cc2O[C@H](c2ccc(O)c(O)c2)[C@H]1O as listed: mouse IAP activators = 59; mouse IAP activators Fold change = 0.41
O=C(CSc1ncc(-c2ccc(F)cc2)n1Cc1ccco1)Nc1nccs1 as listed: mouse IAP activators = -5; mouse IAP activators Fold change = 1.1
